JMJD2C inh: blocks human GASC-1 demethylase activity; 330,000 compounds, 0.069% hits; Q9H3R0; inhibition, % at 2.35 µM; GST-JMJD2C(1-420) H3K9me3 demethylation, DELFIA europium;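 active = more than half of a compound's replicate wells show inhibition beyond 50%, single wells judged on their own value; inconclusive = some, but no more than half, of replicates pass 50% inhibition; inactive = no replicate passes 50% inhibition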;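 also: signal counts dimethyl H3K9 product captured on neutravidin plate; 0% = median of DMSO wells and 100% = 0.3 times that DMSO median; strong numbers were not always called active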
Target sequence (Q9H3R0 1-420 limits assumed): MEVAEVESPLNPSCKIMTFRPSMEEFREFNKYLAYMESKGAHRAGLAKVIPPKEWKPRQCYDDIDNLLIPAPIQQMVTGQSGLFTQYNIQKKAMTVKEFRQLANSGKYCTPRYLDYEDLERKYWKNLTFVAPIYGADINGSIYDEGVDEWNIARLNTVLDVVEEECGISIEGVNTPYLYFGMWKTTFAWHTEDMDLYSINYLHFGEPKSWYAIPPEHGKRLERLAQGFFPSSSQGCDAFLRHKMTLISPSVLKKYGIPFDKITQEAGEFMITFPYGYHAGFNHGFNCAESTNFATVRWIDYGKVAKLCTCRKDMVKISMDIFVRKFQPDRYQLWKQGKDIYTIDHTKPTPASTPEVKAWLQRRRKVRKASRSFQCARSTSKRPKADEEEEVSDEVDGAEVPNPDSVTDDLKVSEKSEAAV
Efflux pump mplx: blocks antifungal efflux pumps in multiplex yeast assay. inhibition, % at 10 µM. S. cerevisiae Candida pump triplex, Nile Red efflux. 330,000 compounds, 0.44% hits;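 active = plate passing quality check with inhibition over a set limit, or well fluorescence over plate mean plus 4 SD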;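 also: Nile Red retained in pooled yeast measured as flow cytometry median fluorescence; 0% = buffer negative control and 100% = Enniatin B positive control; higher means more Nile Red kept so more efflux inhibition; some compounds called inactive have numbers as strong as hits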
proCasp3 act: activates human procaspase-3; activation, % at 8.5 µM; 330,000 compounds, 0.11% hits; AID 463141; recombinant procaspase-3 D3A, Ac-DEVD-pNA absorbance 405 nm; P42574;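 active = activation above the mean of all tested compounds plus 3 SD, cut at about 21% in these data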;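 also: 0% = DMSO alone and 100% = DMSO wells spiked with extra 5 µM PC-3 D3A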
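System: Procaspase-3 D3A mutant. Medium: Zinc-free 300 mM NaCl, 50 mM HEPES, 0.01% Triton X-100. Schedule: 1 h preincubation plus 2 h reaction at 25 °C. Measured by: 405 nm absorbance of p-nitroaniline, reads at 0 and 120 min. Read-out: percent activation relative to control range.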
TPT1 inhibitor: inhibitors of Candida albicans tRNA 2'-phosphotransferase TPT1; recombinant caTPT1, FP RNA substrate dephosphorylation; inhibition, % at 5 µM; 300,000 compounds, 0.81% hits;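 active = inhibition above the mean of all tested compounds plus 3 SD, set per screening campaign, cut at about 24% in these data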;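 also: plate controls were DMSO alone for no effect and ferristatin control at 100 nM for full effect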
PP5 inh: inhibitors of human protein phosphatase 5 (PP5); purified PP5c, OMFP substrate fluorescence; inhibition, % at 6.7 µM; 320,000 compounds, 0.18% hits;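 active = inhibition above the campaign's mean inhibition across all tested compounds plus 3 SD, cut at about 9.5% in these data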;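 also: 0% = DMSO only and 100% = 100 µM cantharidin control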
HCV core dimer: blocks dimerization of HCV core protein | TR-FRET GST/Flag-core106 dimerization, 1536-well | inhibition, % at 5 µM | 300,000 compounds, 0.33% hits;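 active = inhibition above the mean of all tested compounds plus 3 SD, set per screening campaign, cut at about 45% in these data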
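Assay system – GST-tagged and Flag-tagged HCV core protein residues 1-106 · Quantity – core106 proteins, GST 13.5 nM and Flag 17 nM · Benchmarks – unlabelled core106 and no-GST-core106 wells · Read-out basis – percent inhibition of core106 dimerization signal · Detection – time-resolved FRET, ex 340 nm, em 617 and 671 nm · Schedule – 4 h at 22.5 °C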
procasp7 counter: activates human procaspase-7, counter-screen for procaspase-3 activators | P55210 | recombinant procaspase-7, Ac-DEVD-pNA absorbance 405 nm; D23A/D198A/D206A triple mutant, cannot self-cleave; scale: DMSO 0, 5 µM enzyme 100 | activation, % at 8.5 µM | 330,000 compounds, 0.093% hits | AID 463210;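 active = percent activation above the screen-wide mean plus 3 SD, cut at about 25% in these data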
Target sequence (P55210 whole entry D23A/D198A/D206A): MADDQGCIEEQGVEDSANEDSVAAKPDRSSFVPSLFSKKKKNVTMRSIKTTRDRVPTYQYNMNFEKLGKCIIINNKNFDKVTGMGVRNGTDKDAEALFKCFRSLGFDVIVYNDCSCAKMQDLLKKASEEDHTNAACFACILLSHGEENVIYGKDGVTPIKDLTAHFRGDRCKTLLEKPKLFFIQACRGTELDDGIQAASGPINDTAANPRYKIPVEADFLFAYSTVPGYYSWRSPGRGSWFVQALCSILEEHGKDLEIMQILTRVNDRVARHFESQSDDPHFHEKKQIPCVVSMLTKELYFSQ
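Assay system: Uncleavable procaspase-7 mutant enzyme; Input: 2 µM procaspase-7 mutant as dispensed; Also added: DEVD-pNA substrate; Medium: Zinc-free HEPES pH 7.4 with 300 mM NaCl, 0.01% Triton X-100; Timing: 1 h compound preincubation, 2 h substrate cleavage, 25 °C; Measured by: Epi-absorbance of released pNA at 405 nm, two timepoints.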
CTSL1 counter: blocks F. hepatica cathepsin L1 in PFM18AAP counter-screen | recombinant F. hepatica cathepsin L1, Z-Leu-Arg-MCA fluorescence | inhibition, % at 5.96 µM | 300,000 compounds, 0.49% hits;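 active = inhibition above the mean of all tested compounds plus 3 SD, set per screening campaign, cut at about 17% in these data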;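 also: 0% = plate median of test compound wells and 100% = 1 µM Z-Phe-Ala-diazomethylketone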
PP1 counter: PP1-alpha (human) inhibition in PP5 counter-screen. P62136. purified PP1alpha, OMFP fluorescence. inhibition, % at 6.7 µM. 320,000 compounds, 0.9% hits. AID 2235;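 active = inhibition above the mean inhibition of all tested compounds plus 3 SD, computed separately for each screening campaign, cut at about 15% in these data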
Target sequence (P62136 whole entry, looked up): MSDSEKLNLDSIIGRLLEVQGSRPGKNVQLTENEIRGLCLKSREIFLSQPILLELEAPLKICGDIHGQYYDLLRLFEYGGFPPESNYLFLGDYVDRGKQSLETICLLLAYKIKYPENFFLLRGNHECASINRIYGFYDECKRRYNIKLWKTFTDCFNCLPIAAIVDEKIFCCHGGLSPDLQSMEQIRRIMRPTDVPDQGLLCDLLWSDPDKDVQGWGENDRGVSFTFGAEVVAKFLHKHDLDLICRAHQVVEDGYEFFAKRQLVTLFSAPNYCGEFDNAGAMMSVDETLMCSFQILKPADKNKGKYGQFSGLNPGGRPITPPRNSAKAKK
Starred values were filed as active, the others as inactive; i = inactive; ? = inconclusive; . = not tested or not shown; & = joins results of further samples.

SMILES	PP5 inh	JMJD2C inh	PP1 counter	procasp7 counter	TPT1 inhibitor	proCasp3 act	HCV core dimer	Efflux pump mplx	CTSL1 counter
CCn1nc(NC(=O)Cc2ccc(OC)cc2)c2cc3cccc(C)c3nc21	0.2	4	-1	13	0	10	-4	-0.1	-2
Nc1nc2c(nc(N3CCCCC3)n2[C@@H]2O[C@H](CO)[C@@H](O)[C@H]2O)c(=O)[nH]1	2.7	-1	-3	-6	2	-6	-5	0.2	-2
Nc1ccc(SCc2nc3cccc4c3n2CCC4)cc1	0.6	-16	-3	-4	1	-9	-4	0.3	0
CCOC(=O)c1c(NC(=O)Cn2nc(C(=O)O)c3ccccc3c2=O)sc(CC)c1C	4.0	11	1	-3	2	10	11	0.0	-9
C/C=C/c1cc(CN2CCN(c3ccc(OC)cc3)CC2)c(O)c(OC)c1	-1.0	2	-3	6	1	-7	2	-0.1	-1
CN1CCN(c2nc(-c3ccncc3)nc3ccccc23)CC1	-1.1	-10	-1	8	-7	5	-1	-0.3	0
N#CC1=C(N)Oc2cc(N)ccc2C1C1CCCCC1 (stereo unspecified)	1.8	3	2	-11	5	-1	2	-0.1	9
C#Cc1ccc([C@@H]2C=C(C(=O)Nc3ccccc3)O[C@H](OCC)[C@H]2CCCO)cc1	1.7	1	0	0	2	9	10	-0.1	0
O=C(CCC(=O)N1CCOc2ccccc21)N1CCOCC1	0.6	7	-2	-5	-1	1	-8	0.1	3
CCOc1ccc2c(c1)-c1c(ssc1=S)C(C)(C)N2	5.9	2	1	-15	4	-18	-19	-0.1	3
Cc1ccccc1NC(=S)N(CCCN1CCC(C)CC1)Cc1ccco1	-1.6	0	-6	2	-3	-9	-5	0.8	-4
O=C(C1CCCN(S(=O)(=O)c2ccccc2[N+](=O)[O-])C1)N1CCN(c2ccccc2)CC1 (stereo unspecified)	-5.3	-3	-4	3	-1	-1	-4	0.8	-7
Cc1cc(NCCCCO)n2c(nc3ccccc32)c1C#N	2.2	2	-5	-2	1	-7	-8	0.1	4
Cc1oc(-c2ccc(F)cc2)nc1CN(Cc1ccccn1)CC1CCCO1 (stereo unspecified)	0.1	-12	1	9	-6	0	5	-0.2	-1
COc1ccc(NC(=O)c2ccccc2NC(=O)c2cccs2)cc1	3.7	-5	1	1	1	2	5	0.1	-2
O=C(COC(=O)c1cccnc1Cl)NC12CC3CC(CC(C3)C1)C2	.	8	.	1	.	8	.	0.1	.
O=C(Nc1ccc(Br)cc1)C1OCCc2ccccc21 (stereo unspecified)	2.9	4	-4	6	-2	7	-3	0.1	-3
CCCNC(=O)c1c[nH]c2ccc(S(=O)(=O)N(C)c3ccc(OCC)cc3)cc2c1=O	-0.4	14	11	-1	-6	-6	7	0.3	3
O=C(Cc1ccc(Cl)cc1)Nc1ccccc1C(=O)N1CCCCC1	0.9	-3	-1	-13	-6	3	-19	0.1	2
CN(/N=C/c1ccccc1Cl)c1ncc(Cl)cc1C(F)(F)F	-2.2	5	-1	10	1	2	1	-0.1	0
COc1cc2c(cc1NC(=O)c1cccc(Br)c1)CCCC2	2.0	-1	-1	4	2	4	11	0.0	-2
COC(=O)CSc1nc(N)c(C#N)c(CC(C)C)c1C#N	-8.2	2	-8	-12	0	-5	-3	-0.1	6
Cc1c(C(=O)O)cccc1-n1c(C)cc(/C=C(/C#N)C(=O)NCc2ccccc2)c1C	1.3	3	0	5	-8	1	-1	-0.1	4
CCc1cccc(C)c1NC(=O)C1CN(S(=O)(=O)c2ccccc2)CCN1S(=O)(=O)c1ccccc1 (stereo unspecified)	1.5	-14	1	3	-2	4	-6	-0.3	4
COc1cccc(C2c3c(-c4cc(Cl)c(C)cc4O)n[nH]c3C(=O)N2Cc2cccnc2)c1 (stereo unspecified)	8.1	5	19*	2	-2	-2	15	0.2	-2
COc1ccc(NC(=O)C(c2ccc(Cl)cc2)C(C)C)cn1 (stereo unspecified)	0.7	?	2	10	-1	-2	-2	-0.1	0
CC(=O)N1CCc2cc(S(=O)(=O)NCCC(=O)NCCc3ccc(Cl)cc3)ccc21	-0.9	-11	1	10	0	1	-5	-0.1	-2
Cc1ccccc1CSCCC(=O)NCCc1ccccc1	-0.1	-22	-5	5	0	-1	-3	0.3	-2
Cc1ccc(S(=O)(=O)N(Cc2cc3cc4c(cc3[nH]c2=O)OCCO4)CC2CCCO2)cc1 (stereo unspecified)	-0.4	i	1	17	-6	7	-2	0.0	-1
COc1ccc(C2C(C(=O)Nc3ccccc3OC)=C(C)Nc3nnnn32)c(OC)c1 (stereo unspecified)	2.1	6	-1	4	-1	5	0	-0.1	1
C/C(=N\OCc1ccc(C#N)cc1)c1ccccc1	-0.1	3	7	-15	1	0	2	-0.2	-1
FC(F)(F)c1cccc(Oc2ccc3c(C(F)(F)F)cc(C(F)(F)F)nc3n2)c1	5.2	25	-3	-3	2	-2	-5	0.2	0
CCN(CC)C(=O)C1CCCN(C(=S)Nc2cccc3ccccc23)C1 (stereo unspecified)	3.6	-2	-1	-21	0	-14	1	0.3	0
COc1ccc(N2C(=O)CCC(C(=O)N3CCCCC3)C2c2ccc(OC)c(OC)c2)cc1 (stereo unspecified)	0.9	43&-6	-3	-4	-1	5	3	0.1	3
O=C(N=Nc1c(O)[nH]c2ccc([N+](=O)[O-])cc12)c1ccccc1[N+](=O)[O-]	1.4	-2	3	11	-1	-4	1	0.2	7
Cc1ccn2c(C(=O)CSc3ccccc3Cl)c(C)nc2c1	2.7	7	-2	5	-1	-7	6	-0.1	-1
COc1cccc(N2CCN(C3CC(=O)N(c4ccc(Cl)cc4)C3=O)CC2)c1 (stereo unspecified)	2.5	5	0	-2	0	-9	-4	-0.1	0
COC(=O)[C@H](CC(C)C)NC(=O)Nc1cccc(Br)c1	4.8	-4	-1	19	1	9	-3	0.1	-2
COC(=O)CC1C(=O)NCCN1C(=O)CSc1nc2ccc([N+](=O)[O-])cc2s1 (stereo unspecified)	0.2	36	3	-3	0	-18	-2	0.1	7
CCN(C(=O)CN1CCCCC1)C1(C)C(=O)c2ccccc2C1=O	3.6	-3	1	12	-2	3	-5	0.1	0
COc1ccc(N2CCN(c3oc(-c4ccco4)nc3C#N)CC2)cc1	3.2	2	-4	4	-1	1	-7	0.0	1
COc1cc(OC)cc(-c2c(C#Cc3ccsc3)c3cc(-c4cc(OC)c(OC)c(OC)c4)ccc3n2C)c1	.	-1	.	-3	.	-5	.	0.2	.
COc1cccc(OC)c1C(=O)NN1CCCCC1	3.4	-18	-1	-7	3	-1	0	0.3	0
C[C@H](NC(=O)c1ccc(C(C)(C)C)cc1)C(=O)N1CCC2(CC1)NCCc1[nH]cnc12	3.6	-6	-2	-2	1	2	1	0.1	-1
CCOC(=O)C1=C(C)NC(=S)N(C(C)=O)C1c1ccccc1 (stereo unspecified)	2.6	-1	-3	11	-1	3	-1	-0.2	-3
Cc1ccccc1C(=O)Nc1cccc(NC(=O)c2ccccc2[N+](=O)[O-])c1	0.4	12	-4	-1	-1	6	-5	-0.1	-3
O=C(NCC1CCCO1)c1nn2c(C(F)(F)F)cc(-c3cccs3)nc2c1Cl (stereo unspecified)	3.0	-12	-4	1	-2	-3	-6	-0.1	1
C=C1CCN([C@H](C(=O)OCc2cccc(C)c2)C(C)C)S(=O)(=O)c2ccccc21	1.5	2	-1	6	-8	1	-9	-0.2	1
COCCN1Cc2cccc(C(=O)Nc3ccc(-c4nc5ccccc5[nH]4)cc3)c2C1=O	-2.1	-2	5	2	1	-7	-2	-0.1	-1
C[C@H](NC(=O)[C@@H]1CSC2c3ccccc3C(=O)N21)C(=O)NC1CCCC1 (stereo partly specified)	3.5	-23	-2	-1	2	-1	-1	0.1	1

Remaining list, next part.
SMILES	PP5 inh	JMJD2C inh	PP1 counter	procasp7 counter	TPT1 inhibitor	proCasp3 act	HCV core dimer	Efflux pump mplx	CTSL1 counter
CN(C)/C=C(/C(=O)c1ccc(Cl)cc1)S(=O)(=O)c1ccccc1	-0.6	-2	0	-4	-3	2	-3	0.3	1
COc1ccc2[nH]c3c(=O)n(Cc4ccco4)cnc3c2c1	-0.8	-13	-3	2	2	6	-2	-0.2	1
CCN1CCN(CCC(=O)Nc2ccc(Br)cc2)CC1	0.8	-4	-1	13	0	2	-3	0.0	-3
COc1ccc(/C(O)=C2/C(=O)C(=O)N(CCN3CCOCC3)C2c2ccccn2)cc1 (stereo unspecified)	-2.1	.	-2	-34	-2	-15	-4	0.1	3
C=CCN(c1ccccc1)S(=O)(=O)c1cccc(C(=O)NNC(=O)c2ccccc2O)c1	-1.0	3	-1	9	-4	1	-1	0.1	6
O=C(OCc1nnc(-c2ccccc2)o1)c1ccc2c(c1)OCCO2	1.0	12	-4	7	0	-4	3	0.0	-5
CCOCC(=O)Nc1cc([N+](=O)[O-])ccc1C	0.7	-4	-5	-1	-1	8	7	0.0	5
COc1ccccc1NC(=O)c1ccc(-c2nn(C)c(=O)c3ccccc23)cc1	0.9	-6	-4	6	0	4	6	0.1	4
O=C(COC(=O)c1ccc(NS(=O)(=O)c2cccs2)cc1O)Nc1ccc(F)cc1	4.3	9	-1	-1	0	0	-1	0.2	0
COc1ccc(OC)c(NC(=O)CSc2nnc(CNc3ccc(C)cc3C)o2)c1	4.2	14	5	-5	-7	0	1	-0.1	-2
Cc1nc(N2CCC(C)CC2)c2c(C)c(C(=O)Nc3cc(F)ccc3C)sc2n1	4.7	13	3	-7	2	8	11	0.1	4
NC(=O)CSc1nccn1Cc1ccc2c(c1)OCO2	1.6	2	1	0	1	2	0	-0.2	3
O=C(NCc1n[nH]c(=O)c2ccccc12)C1CC(=O)N(c2ccc(Cl)cc2)C1 (stereo unspecified)	-0.2	-8	-3	3	4	-2	-5	0.1	0
O=C(Cc1nnc(NC(=O)c2ccccc2)s1)N/N=C/c1ccco1	0.7	11	-1	1	0	0	8	0.6	2
CCC(CO)Nc1ncnc2c1cnn2-c1ccc(OC)cc1 (stereo unspecified)	0.0	3	-1	2	-4	10	-1	0.0	1

Complete entries as entered above. Order of values: PP5 inh	JMJD2C inh	PP1 counter	procasp7 counter	TPT1 inhibitor	proCasp3 act	HCV core dimer	Efflux pump mplx	CTSL1 counter
Profile of COC(=O)CC1C(=O)NCCN1C(=O)CSc1nc2ccc([N+](=O)[O-])cc2s1 (stereo unspecified) : 0.2	36	3	-3	0	-18	-2	0.1	7
Profile of CCN(C(=O)CN1CCCCC1)C1(C)C(=O)c2ccccc2C1=O : 3.6	-3	1	12	-2	3	-5	0.1	0

Source: PubChem (several laboratories)
